Screening data: PubChem, National Center for Advancing Translational Sciences (NCATS)
p53 reactivator = qHTS assay for re-activators of p53 using a Luc reporter | 320,000 tested, 0.063% active | H1299 p53-A138V BP100-luciferase reporter, luminescence, 24 h | Potency, µM (series often up to 92.2 µM), without a hit: at the highest dose activity change, positive = activation, most hits filed as activators; further: potency means the concentration at half of the fitted maximal effect; % of control where 0% means no effect; nearly all actives have a fitted effect of over 45% in size
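p53-null H1299 cells stably carrying temperature-sensitive p53-A138V and a BP100-luciferase reporter were pinned with compounds (4-point, 1:5 series) and held 24 hrs at 37 deg C. Luminescence was read 10 min after detection reagent.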
RORg inh = qHTS for inhibitors of ROR gamma transcriptional activity | Drosophila S2 Gal4-RORgamma UAS-luciferase reporter, 20 h | Potency, µM (doses to about 53.6 µM), for the others: at the highest dose activity change, negative = inhibition, hits mostly inhibitors | 310,000 tested, 5.4% active | AID 2551, 2010; further: potency means the concentration at half of the fitted maximal effect; on the % scale 0 is the no-effect control and ±100 the full control effect; nearly all actives have a fitted effect of over 60% in size
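In this cell-based reporter format, copper sulfate (700 uM final) drives Gal4–ROR gamma fusion expression from a metallothionein promoter in Drosophila Schneider cells; compounds preincubated 1 hr, reporter read after 20 hr at ambient temperature.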
FLuc counter = qHTS profiling assay for firefly luciferase inhibitor/activator using purifed enzyme and Km concentrations of substrates (counterscreen for miR-21 project); purified FLuc, Km substrates, luminescence inhibition; Potency, µM (titrated, usually from 57.5 µM), for inactives: at the top dose activity change, negative = inhibition, most hits filed as inhibitors; 360,000 tested, 6.9% active; AID 588342, 2011;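 further: potency means the concentration at half of the fitted maximal effect; plate controls were vehicle for no effect and reference inhibitor for full effect; nearly all actives have a fitted effect of over 55% in size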
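Purified P. pyralis luciferase, 10 nM final, with Km-level 10 uM D-luciferin and 10 uM ATP in 50 mM Tris acetate pH 7.5, 10 mM Mg acetate, 0.01% Tween-20, 0.05% BSA; 6-point qHTS titration about 60 µM downward; luminescence read.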
BRCA1 expr act = qHTS Assay to Identify Small Molecule Activators of BRCA1 Expression | MCF7-BRCA1-FFLuc reporter, luminescence, 48 h; response scale: scaled: vehicle 0%, 10 µM genistein 100% | Potency, µM (top dose mostly 46.1 µM), without a hit: at the highest dose activation, usual class: activators | 380,000 tested, 1.1% active | AID 624202, 2012; further: potency means the concentration at half of the fitted maximal effect; nearly all actives have a fitted effect of over 80% in size; some results filed as inactive show a strong effect at the top dose
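Activators of BRCA1 expression were detected as increased firefly luciferase luminescence in engineered MCF7 cells after 48 h compound incubation. Signals were scaled to genistein 10 microM as full activation.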
Giardia kill = Small Molecules that selectively kill Giardia lamblia: qHTS; Giardia lamblia trophozoite viability; activity change, % at 7.66 µM, hits read low; 340,000 tested, 0.15% active; AID 540267, 2011; in the data active means activity change below about -80%; inconclusive means between about -30% and that limit;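 further: parasites exposed to compound for two days anaerobically before the ATP read; on the % scale 0 is the no-effect control and ±100 the full control effect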
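Luminescent ATP signal served as the viability read-out, measured 15-30 min after adding ATP detection reagent to trophozoites that had been incubated with compounds for 48 hrs at 37 deg C anaerobically at 100 cells/well.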
NPC1 promoter act = qHTS Assay for NPC1 Promoter Activators | Huh7 NPC1 promoter luciferase reporter, 24 h | 320,000 tested, 2.4% active | Potency, µM (doses to about 9.22 µM), without a hit: at the highest dose activation, most hits filed as activators;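 further: potency means the concentration at half of the fitted maximal effect; % of control where 0% means no effect; nearly all actives have a fitted effect of over 60% in size; reporter is driven by a mutant NPC1 promoter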
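In 1536-well qHTS, Huh7 cells harboring an NPC1 promoter–luciferase construct received compound for 24 h; activation was quantified by luminescence following luciferase reagent addition.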
PKM2 activator = qHTS Assay for Activators of Human Muscle isoform 2 Pyruvate Kinase | Potency, µM (doses to about 57.5 µM), for inactives: at the top dose activation, usual class: activators | 260,000 tested, 0.34% active | purified PKM2, Kinase-Glo ATP luminescence, activation; response scale: 0% is enzyme alone, no compound | Pyruvate kinase PKM (Homo sapiens), P14618; further: potency means the concentration at half of the fitted maximal effect; on the % scale 0 is the no-effect control and ±100 the full control effect; nearly all actives have a fitted effect of over 55% in size
Target sequence (P14618 whole entry, looked up, canonical isoform): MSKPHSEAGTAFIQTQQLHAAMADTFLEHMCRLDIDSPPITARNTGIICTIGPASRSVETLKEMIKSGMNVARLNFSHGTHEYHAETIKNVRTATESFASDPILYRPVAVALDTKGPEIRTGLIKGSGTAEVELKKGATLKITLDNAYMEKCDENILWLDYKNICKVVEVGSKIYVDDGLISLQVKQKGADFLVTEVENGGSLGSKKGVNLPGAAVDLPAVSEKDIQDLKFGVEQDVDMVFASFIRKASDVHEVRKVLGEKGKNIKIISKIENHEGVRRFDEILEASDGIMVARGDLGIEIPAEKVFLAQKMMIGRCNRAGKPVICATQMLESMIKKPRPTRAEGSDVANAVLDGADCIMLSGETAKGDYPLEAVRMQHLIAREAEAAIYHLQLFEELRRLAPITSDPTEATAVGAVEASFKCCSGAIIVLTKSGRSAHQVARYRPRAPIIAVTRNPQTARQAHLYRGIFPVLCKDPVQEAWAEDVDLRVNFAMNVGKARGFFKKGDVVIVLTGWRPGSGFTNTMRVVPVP
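Purified hPK-M2 (>95%) run at intermediate activity with 0.1 mM ADP and 0.5 mM PEP in 50 mM imidazole pH 7.2, KCl, MgCl2; 1 h room temperature. ATP formed read by Kinase-Glo luminescence; normalized to uninhibited and no-enzyme controls.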
Menin-MLL TR inh = qHTS Assay for Inhibitors Targeting the Menin-MLL Interaction in MLL Related Leukemias: Competition With Texas Red Labeled MLL-derived Mutant Peptide. O00255. Menin + Texas Red MLL mutant peptide, fluorescence polarization. Potency, µM (highest dose often 61.6 µM), without a hit: top-dose FP activity change, negative = inhibition, most hits filed as inhibitors. 270,000 tested, 0.23% active. AID 1768, 2009; active means well fitted inhibition curve with a large enough effect in the polarisation, with a control signal flat, not every such curve was filed as active; inconclusive means small, poorly fitted or top-dose-only effect, or effect the other way, or a change in a side signal; inactive means no such curve, though single readings can be large or run the other way; the % refers to the polarisation; further: potency means the concentration at half of the fitted maximal effect; % of control where 0% means no effect; many of its hits are not listed in these tables
Target sequence (O00255 whole entry, looked up): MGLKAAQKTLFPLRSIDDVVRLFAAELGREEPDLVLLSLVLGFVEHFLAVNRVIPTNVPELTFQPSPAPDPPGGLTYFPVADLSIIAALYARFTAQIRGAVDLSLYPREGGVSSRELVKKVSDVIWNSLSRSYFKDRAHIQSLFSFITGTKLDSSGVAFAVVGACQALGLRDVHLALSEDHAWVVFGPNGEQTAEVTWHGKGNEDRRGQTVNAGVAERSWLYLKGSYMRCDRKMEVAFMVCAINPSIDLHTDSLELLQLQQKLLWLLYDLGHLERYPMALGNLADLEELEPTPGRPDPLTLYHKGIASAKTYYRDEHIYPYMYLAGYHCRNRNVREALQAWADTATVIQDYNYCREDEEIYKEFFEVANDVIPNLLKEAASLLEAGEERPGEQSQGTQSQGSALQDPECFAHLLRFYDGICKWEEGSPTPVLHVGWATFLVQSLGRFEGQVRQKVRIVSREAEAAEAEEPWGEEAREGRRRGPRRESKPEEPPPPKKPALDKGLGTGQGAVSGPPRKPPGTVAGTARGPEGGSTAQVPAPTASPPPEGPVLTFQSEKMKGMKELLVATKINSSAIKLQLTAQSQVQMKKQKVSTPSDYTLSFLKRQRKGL
Rab9 promoter act = qHTS Assay for Rab9 Promoter Activators | 320,000 tested, 2.8% active | Huh7 Rab9 promoter-luciferase reporter, luminescence, 24 h | Potency, µM (top dose mostly 9.22 µM), for the others: at the top dose activation, negative = inhibition, hits mostly activators | AID 485297, 2010; further: potency means the concentration at half of the fitted maximal effect; % of control where 0% means no effect; nearly all actives have a fitted effect of over 60% in size
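Quantitative HTS format; Huh7 Rab9-luciferase reporter cells (1500/well) receive compound 2 h post-plating, incubate 24 h at 37 °C, then get luciferase reagent for 10 min before luminescence reading.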
ELG1 genotox = qHTS screen for small molecules that induce genotoxicity in human embryonic kidney (HEK293T) cells expressing luciferase-tagged ELG1 | HEK293T ELG1-luciferase reporter, luminescence, 16 h | Potency, µM (top dose mostly 46 µM), for inactives: at the top dose activity change, positive = activation, most hits filed as activators | 330,000 tested, 1.3% active; further: potency means the concentration at half of the fitted maximal effect; % of control where 0% means no effect; nearly all actives have a fitted effect of over 60% in size
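ELG1-luciferase HEK293T cells, 2,000/well; compound pinned in; 16 hr, 37 °C, 5% CO2; ONE-Glo, 30 min RT; luminescence on CCD imager.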
Gal4-VP16 FLuc = VP16 counterscreen qHTS for inhibitors of ROR gamma transcriptional activity; Potency, µM (doses to about 53.6 µM), for the others: at the highest dose activity, negative = inhibition, most hits filed as inhibitors; Drosophila S2 Gal4-VP16 UAS-luciferase, luminescence, 20 h; 310,000 tested, 3.5% active; AID 2546, 2010;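 further: Gal4-VP16 expression switched on by copper sulfate through the metallothionein promoter; potency means the concentration at half of the fitted maximal effect; on the % scale 0 is the no-effect control and ±100 the full control effect; nearly all actives have a fitted effect of over 50% in size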
* = called active by the depositor; [ ] = another dose, or the depositor's remark. Unless noted, the call rests on the fitted dose curve; in most records, active means well fitted curve in the direction sought with a large enough effect; inconclusive means small, poorly fitted or top-dose-only effect, or another doubt; inactive means no such curve, though single readings can be large; an effect the other way counts as inactive or inconclusive. An excerpt; the hit share may differ from the screen's.

`NC(=O)NC(=O)CSc1nc(-c2ccccc2)c(-c2ccccc2)n1CC1CCCO1` (configuration not stated) gave p53 reactivator -14%, RORg inh 19%, FLuc counter -2%, BRCA1 expr act -36%, Giardia kill 6, NPC1 promoter act 3%, PKM2 activator 1%, Menin-MLL TR inh -21%, Rab9 promoter act -4%, ELG1 genotox 0% and Gal4-VP16 FLuc -3%.
Screening Cc1cccc(C(=O)N/C(=C/c2ccco2)C(=O)N2CCCCCC2)c1 returned p53 reactivator -5%, RORg inh -15%, FLuc counter 3%, BRCA1 expr act -24%, Giardia kill 4, NPC1 promoter act -2%, Rab9 promoter act -8%, ELG1 genotox 2% and Gal4-VP16 FLuc -10%.
COc1ccc2c(=O)c3ccccc3oc2c1 was read as p53 reactivator inconclusive, RORg inh -20%, FLuc counter 12µM*, BRCA1 expr act inconclusive, Giardia kill -20, NPC1 promoter act 3.5µM*, PKM2 activator -1%, Menin-MLL TR inh -18%, Rab9 promoter act inconclusive, ELG1 genotox inconclusive and Gal4-VP16 FLuc -7%.
COc1ccccc1CNS(=O)(=O)c1c(C)[nH]c(=O)[nH]c1=O was read as p53 reactivator 4%, RORg inh inconclusive, FLuc counter -1%, BRCA1 expr act 0%, Giardia kill -17, NPC1 promoter act -4%, PKM2 activator -8%, Menin-MLL TR inh -5%, Rab9 promoter act -2%, ELG1 genotox -1% and Gal4-VP16 FLuc 0%.
O=C(CN1CCN(c2ccccc2O)CC1)Nc1ccc([N+](=O)[O-])cc1Br was read as p53 reactivator -2%, RORg inh 24%, FLuc counter -2%, BRCA1 expr act -53%, Giardia kill 1, NPC1 promoter act -3%, PKM2 activator 1%, Menin-MLL TR inh inconclusive, Rab9 promoter act 7%, ELG1 genotox -11% and Gal4-VP16 FLuc inconclusive.
Screening COc1cc(OC)c2c(-c3cccc(-c4ccc(OC(F)(F)F)cc4)c3)cc(=O)oc2c1 returned p53 reactivator -2%, RORg inh 11%, BRCA1 expr act 2%, Giardia kill -19, Menin-MLL TR inh 59%[activator], ELG1 genotox 0% and Gal4-VP16 FLuc -8%.
`Cc1ccc(S(=O)(=O)NCCCCCC(=O)N(C)C)cc1` gave p53 reactivator -5%, RORg inh -16%, FLuc counter -5%, BRCA1 expr act -4%, Giardia kill 4, NPC1 promoter act -6%, PKM2 activator 13%, Menin-MLL TR inh -9%, Rab9 promoter act 10%, ELG1 genotox 0% and Gal4-VP16 FLuc 11%.
`CC(=O)c1ccc([C@@H]2C[C@]34CN(Cc5cccc(C(F)(F)F)c5)S(=O)(=O)[C@H]3C[C@H]2O4)cc1` gave p53 reactivator -4%, RORg inh 29%, FLuc counter 2%, BRCA1 expr act 0%, Giardia kill -8, NPC1 promoter act 0%, PKM2 activator 3%, Rab9 promoter act -4%, ELG1 genotox -4% and Gal4-VP16 FLuc -8%.
CC(C)CCn1c(=O)c2ccccc2n2c(CN3CCOCC3)nnc12 was read as p53 reactivator 0%, RORg inh 13%, FLuc counter 3%, BRCA1 expr act -5%, Giardia kill 7, NPC1 promoter act -3%, PKM2 activator 11%, Menin-MLL TR inh -15%, Rab9 promoter act 15%, ELG1 genotox -1% and Gal4-VP16 FLuc -10%.
Screening COc1ccc(/C=C2\SC(=O)N(CC(=O)Nc3cccnc3)C2=O)cc1OC returned p53 reactivator 1%, RORg inh 18%, FLuc counter inconclusive, BRCA1 expr act -12%, Giardia kill -2, NPC1 promoter act -10%, PKM2 activator -1%, Menin-MLL TR inh 1%, Rab9 promoter act 2%, ELG1 genotox 7% and Gal4-VP16 FLuc 7%.
CC(=O)NC1C(c2nc3ccccc3s2)=C(c2ccccc2)C(=O)N1c1ccc(C)cc1 (configuration not stated) was read as p53 reactivator 11%, RORg inh 26%, FLuc counter 7%, BRCA1 expr act -37%, Giardia kill -1, NPC1 promoter act -5%, PKM2 activator 20%, Menin-MLL TR inh -9%, Rab9 promoter act 10%, ELG1 genotox 5% and Gal4-VP16 FLuc 13%.
For Cc1ccc(OCCN(C)C(=O)c2cc(COc3ccc(F)cc3F)on2)cc1 the results were p53 reactivator -4%, RORg inh 30%, FLuc counter 0%, BRCA1 expr act 22%, Giardia kill -5, NPC1 promoter act -2%, PKM2 activator -1%, Menin-MLL TR inh 1%, Rab9 promoter act 10%, ELG1 genotox 6% and Gal4-VP16 FLuc -4%.
For COC(=O)c1c(NC(=O)c2cccc(S(=O)(=O)N3CCN(C)CC3)c2)sc(C)c1C the results were p53 reactivator 0%, FLuc counter 1%, BRCA1 expr act -50%, Giardia kill 1, NPC1 promoter act 1%, Rab9 promoter act -2% and ELG1 genotox -20%.
For COc1cc2[nH]c(=S)nc(NCc3cccc(Cl)c3)c2cc1OC the results were p53 reactivator -5%, RORg inh 3.2µM*, FLuc counter -1%, BRCA1 expr act -3%, Giardia kill -3, NPC1 promoter act -4%, Menin-MLL TR inh 18%, Rab9 promoter act -3%, ELG1 genotox -4% and Gal4-VP16 FLuc 7.9µM*.
`CC1CC(C)CN(c2ccc(NS(=O)(=O)c3ccccc3)cc2C(=O)O)C1` (configuration not stated) gave p53 reactivator 0%, RORg inh 1%, FLuc counter 3%, BRCA1 expr act 2%, Giardia kill -4, NPC1 promoter act -3%, PKM2 activator -10%, Rab9 promoter act -5%, ELG1 genotox 3% and Gal4-VP16 FLuc -12%.
Screening Cc1ccc2nc(-c3ccccc3C)oc(=O)c2c1 returned p53 reactivator inconclusive, RORg inh 26%, FLuc counter 6µM*, BRCA1 expr act -7%, Giardia kill 11, NPC1 promoter act -2%, PKM2 activator -2%, Menin-MLL TR inh 5%, Rab9 promoter act 1%, ELG1 genotox 0% and Gal4-VP16 FLuc inconclusive.
`Cc1nc2ccccc2n1CCN1CCOCC1` gave p53 reactivator 3%, RORg inh -12%, FLuc counter -9%, BRCA1 expr act 3%, Giardia kill inconclusive, NPC1 promoter act 0%, PKM2 activator -21%, Menin-MLL TR inh -2%, Rab9 promoter act 11%, ELG1 genotox 0% and Gal4-VP16 FLuc -2%.
CC(C)Cc1nnc(NC(=O)CCC(=O)N2CCN(c3ccc([N+](=O)[O-])cc3)CC2)s1 was read as p53 reactivator -4%, RORg inh 30%, FLuc counter 1%, BRCA1 expr act -25%, Giardia kill 13, NPC1 promoter act -5%, PKM2 activator -4%, Menin-MLL TR inh 18%, Rab9 promoter act -13%, ELG1 genotox -10% and Gal4-VP16 FLuc -8%.
CCCCn1nnnc1SCC(=O)N1CCCC1 was read as p53 reactivator -2%, RORg inh 4%, FLuc counter -2%, BRCA1 expr act 1%, Giardia kill -17, NPC1 promoter act -3%, PKM2 activator -10%, Menin-MLL TR inh 2%, Rab9 promoter act 2%, ELG1 genotox 1% and Gal4-VP16 FLuc -12%.
For O=C(O)c1ccc(CSCc2ccccc2F)o1 the results were p53 reactivator 3%, RORg inh -27%, FLuc counter 0%, BRCA1 expr act -5%, Giardia kill 14, NPC1 promoter act -2%, PKM2 activator -7%, Menin-MLL TR inh -8%, Rab9 promoter act -3%, ELG1 genotox 6% and Gal4-VP16 FLuc -18%.
O=C(NCCc1c[nH]c2ccccc12)c1cc(S(=O)(=O)N2CCCCC2)ccc1N1CCOCC1 was read as p53 reactivator 1%, RORg inh 0%, FLuc counter 3%, BRCA1 expr act -20%, Giardia kill 18, NPC1 promoter act 1%, PKM2 activator -1%, Menin-MLL TR inh 3%, Rab9 promoter act 6%, ELG1 genotox -5% and Gal4-VP16 FLuc -8%.
Cc1cc(NC(=O)COC(=O)CCCOc2ccc(Cl)cc2C)no1 was read as p53 reactivator -9%, RORg inh -13%, FLuc counter -10%, BRCA1 expr act 0%, Giardia kill 9, NPC1 promoter act -2%, PKM2 activator -11%, Menin-MLL TR inh 6%, Rab9 promoter act 6%, ELG1 genotox -5% and Gal4-VP16 FLuc 6%.
Screening CN(C)S(=O)(=O)c1ccc(N2CCCC2)c(C(=O)NCCc2ccc(F)cc2)c1 returned p53 reactivator 12%, RORg inh 14%, FLuc counter 3%, BRCA1 expr act 1%, Giardia kill -14, NPC1 promoter act 0%, PKM2 activator -4%, Rab9 promoter act -1%, ELG1 genotox -3% and Gal4-VP16 FLuc 1%.
Screening O=C1C(Cc2ccccc2)Nc2ncnc(N3CCc4ccccc4C3)c2N1Cc1ccc(Br)cc1 (configuration not stated) returned p53 reactivator 6%, FLuc counter -2%, NPC1 promoter act -1%, Rab9 promoter act -3% and ELG1 genotox -3%.
